# CHRM1 agonist: activates human CHRM1 receptor; P11229; CHO-K1 hM1, Fluo-8 calcium fluorescence, agonist mode; 0% DMSO, 100% acetylcholine EC100; activation, % at 3 µM; actives 0.33% (n = 360,000);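 active means activation above the run's mean compound activation plus 3 SD, cut at about 16% in these data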;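 further: peak over basal fluorescence ratio within a 140 s kinetic read after compound addition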
# Target sequence (P11229 whole entry, looked up): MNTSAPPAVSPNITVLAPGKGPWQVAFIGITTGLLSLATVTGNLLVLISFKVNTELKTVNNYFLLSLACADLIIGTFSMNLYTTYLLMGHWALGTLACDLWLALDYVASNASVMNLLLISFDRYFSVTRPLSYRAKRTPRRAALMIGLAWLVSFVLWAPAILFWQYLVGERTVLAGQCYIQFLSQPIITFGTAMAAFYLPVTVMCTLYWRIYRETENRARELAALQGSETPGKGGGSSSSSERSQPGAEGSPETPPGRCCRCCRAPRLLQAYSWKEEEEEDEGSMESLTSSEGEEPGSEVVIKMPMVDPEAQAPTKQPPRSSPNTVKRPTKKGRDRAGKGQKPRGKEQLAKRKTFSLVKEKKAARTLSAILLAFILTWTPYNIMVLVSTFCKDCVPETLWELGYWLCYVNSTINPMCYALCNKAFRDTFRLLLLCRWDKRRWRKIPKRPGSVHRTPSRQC
# M1 antag: blocks human M1 muscarinic receptor; P11229; CHO-K1 hM1, Fluo-8 calcium fluorescence, ACh EC80 antagonist; inhibition, % at 3 µM; actives 1.3% (n = 360,000); AID 588852;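 active means percent inhibition above its own plate's cutoff, namely the mean of that plate's compound wells plus 3 SD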;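 further: peak over basal fluorescence ratio during 140 s after agonist addition; 0% = ACh EC80 plus DMSO and 100% = DMSO alone without agonist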
# TAAR1 agonist: agonists of human TAAR1 | Q96RJ0 | CHO RD-HGA16 TAAR1, Fluo-8 calcium fluorescence; vehicle wells 0%, saturating PEA agonist 100% | activation, % at 3 µM | actives 0.99% (n = 360,000) | AID 624467;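 active means activation above the mean activation of all test compounds in the run plus 3 SD, cut at about 38% in these data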
# Target sequence (Q96RJ0 whole entry, looked up): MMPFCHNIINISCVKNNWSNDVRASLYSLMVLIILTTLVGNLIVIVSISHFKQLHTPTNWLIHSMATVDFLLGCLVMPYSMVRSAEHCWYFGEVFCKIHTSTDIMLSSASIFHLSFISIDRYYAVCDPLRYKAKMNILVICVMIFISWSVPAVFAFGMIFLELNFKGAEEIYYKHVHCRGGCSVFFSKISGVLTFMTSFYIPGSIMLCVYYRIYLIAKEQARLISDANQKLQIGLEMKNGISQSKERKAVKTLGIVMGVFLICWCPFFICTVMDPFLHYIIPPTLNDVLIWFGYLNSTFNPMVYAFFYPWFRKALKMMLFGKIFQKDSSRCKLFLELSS
#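 Test system: RD-HGA16 (CHO) cells co-expressing Gα16 and hTAAR1; dosing: one-point dosing at 3 µM (nominal); timing: 17-24 h seeding, 75 min 37 °C dye, 30 min RT; signal: kinetic Fluo-8 calcium fluorescence; read-out basis: % activation relative to PEA EC100 response; controls: DMSO and PEA EC100; replicates: n 1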
# CHO parental Ca: signal in parental CHO cells, OX1R antagonist counter-screen; inhibition, % at 5.6 µM; actives 0.63% (n = 330,000); parental CHO-K1, ATP-induced calcium, Fluo-8 fluorescence;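 active means inhibition above that plate's mean sample inhibition plus 3 SD, cut at about 26% in these data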;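 further: 0% = ATP-challenged DMSO wells and 100% = DMSO wells without ATP; some compounds past the cut are filed as inactive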
#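 Material: parental CHO cells / Compound: single nominal dose of 5.6 µM per compound / Signal: Fluo-8 fluorescence / Replicates: singlicate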
# CHO-K1 Ca antag: M1 antagonist counterscreen hit in parental CHO-K1 cells; ATP-induced calcium, Fluo-8 fluorescence; inhibition, % at 3 µM; actives 0.6% (n = 360,000);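 active means inhibition above a per-plate cutoff, the plate's mean sample inhibition plus 3 SD, cut at about 24% in these data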;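 further: 0% = DMSO plus EC80 ATP and 100% = DMSO alone without ATP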
# CHO-K1 Ca PAM: M1 PAM counterscreen hit in parental CHO-K1 cells. ATP EC20, Fluo-8 calcium fluorescence; 0% at ATP EC20, 100% at ATP max. activation, % at 3 µM. AID 602247. actives 0.02% (n = 360,000);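 active means activation above the run cutoff, the mean activation of all test compounds plus 3 SD, cut at about 40% in these data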;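 further: peak over basal fluorescence ratio in a 140 s read after ATP addition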
# CHRM1 PAM: human CHRM1 positive allosteric modulation; CHO-K1 hM1, Fluo-8 calcium fluorescence, ACh EC20; 0% = ACh EC20, 100% = maximal ACh; activation, % at 3 µM; AID 588819; P11229; actives 0.088% (n = 360,000); in the data active means activation above about 19%, passing the limit was not always enough
# TAAR1 antag: human TAAR1 antagonism. Q96RJ0. CHO RD-HGA16 TAAR1, Fluo-8 calcium fluorescence, antagonist. inhibition, % at 3 µM. actives 1.5% (n = 360,000);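 active means inhibition above a per-plate cutoff, the mean inhibition of test compounds on that plate plus 3 SD, cut at about 49% in these data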;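 further: 0% = DMSO plus EC80 beta-PEA response and 100% = DMSO alone without agonist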
#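 Test system: RD-HGA16 CHO cells with stable hTAAR1 and Gα16 / Probe or stimulus: EC80 β-phenethylamine stimulus / Times: seeding 17-24 h prior, 75-min 37 °C, 30-min RT dye loading / Detection: Fluo-8 calcium-sensitive fluorescence / Read-out basis: % inhibition scaled between DMSO and EC80 PEA controls / Repeats: singlicate, one well per test compound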
# M1 ag parental: nonselective activator or artifact in parental CHO-K1 cells. Fluo-8 calcium fluorescence; scaled to maximal ATP response, vehicle zero. activation, % at 3 µM. actives 0.48% (n = 360,000); in the data active means activation above about 15%;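 further: untransfected CHO-K1 host cells lacking M1 receptor as counterscreen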
# * marks the source's active call; other numbers are inactive results; nt = no result given.
# Sequence of screens – CHRM1 agonist	M1 antag	TAAR1 agonist	CHO parental Ca	CHO-K1 Ca antag	CHO-K1 Ca PAM	CHRM1 PAM	TAAR1 antag	M1 ag parental
CCCn1cc(NC(=O)C2CC(c3cccc(Br)c3)=NO2)cn1 (stereo unspecified)
    0	2	5	-8	-8	14	1	4	3.7
CN(C)CCOc1cccc(Cl)c1
    -8	-5	2	-8	-5	26	6	-13	19*
Cc1ccc(C23CC4CC(CC(CC(=O)N5CCOCC5)(C4)C2)C3)cc1
    -2	-16	6	-28	-16	26	11	-11	0.2
COc1cccc(CC2(CO)CCCN(Cc3cnn(-c4ccccc4)c3)C2)c1 (stereo unspecified)
    -6	0	4	-19	-12	16	-3	6	1.0
COc1cc(C2NC(=O)NC(C)=C2C(=O)OCc2ccc(C)cc2)cc(OC)c1OC (stereo unspecified)
    -2	8	4	-8	22	-29	-2	13	-0.1
O=C(NCc1cccnc1)NC(C(F)(F)F)C(F)(F)F
    -3	-10	5	-2	2	14	4	-11	0.2
S=C(Cc1cccnc1)N1CCOCC1
    -1	8	nt	4	2	6	-4	nt	0.1
COC(=O)c1ccc(CSC(=N)N)o1
    -8	11	2	-6	-4	19	-10	-6	0.1
O=C(C1CCC(CNS(=O)(=O)c2cccc3nsnc23)CC1)N1CCN(c2ccccn2)CC1 (stereo unspecified)
    -5	3	3	2	-7	11	0	5	3.6
CCOC(=O)C1=C(C)N=c2s/c(=C3/C(=O)Nc4ccccc43)c(=O)n2C1c1ccc(C)cc1 (stereo unspecified)
    2	3	1	-7	-7	0	2	17	-0.1
COc1ccc(CCC(=O)O)c(O)c1
    0	-3	2	-6	21	-16	9	15	-0.7
O=C(CC[C@H]1O[C@@H](n2ccc(=O)[nH]c2=O)[C@H](O)[C@@H]1O)N[C@@H](Cc1ccccc1)C(=O)NCC1CCCCC1
    -3	-29	0	nt	-11	14	2	16	0.6
O=C(CN1CCN(c2ccc(F)cc2)CC1)Nc1ccc(-n2cnnn2)cc1
    -4	-1	2	-10	-13	13	2	3	3.2
Cc1ccc(C2C=C(c3ccccc3OC(F)F)Nc3ncnn32)cc1 (stereo unspecified)
    -5	-2	-2	-6	-9	14	6	-8	1.4
O=C(CCN1C(=O)C2CC=CCC2C1=O)Nc1cccc(Cl)c1 (stereo unspecified)
    0	-5	3	1	16	-2	6	-25	6.1
Cc1ccc(-c2nc(CS(=O)(=O)CC(=O)NCc3cccc(F)c3)c(C)o2)cc1
    -2	-15	0	-36	-15	19	6	-15	-0.2
CC(=O)c1ccc(NC(=O)C(C)Sc2nnc(-c3ccncc3)n2C2CC2)cc1 (stereo unspecified)
    -8	2	0	-14	-12	10	-1	7	0.1
COc1cnn(-c2ccccc2)c(=O)c1SCc1ccc(Cl)cc1Cl
    -4	-12	5	-15	2	17	9	20	0.2
O=[N+]([O-])c1ccc(Oc2cccc(C(F)(F)F)c2)nc1
    -2	-17	0	-17	5	-3	11	7	0.7
Oc1ccc(Br)cc1-c1nc2cnccn2c1NC1CCCCC1
    -6	-30	-3	-31	-25	16	3	-21	0.3

# A different layout for 2 compounds above:
> O=C(NCc1cccnc1)NC(C(F)(F)F)C(F)(F)F
  CHRM1 agonist = -3
  M1 antag = -10
  TAAR1 agonist = 5
  CHO parental Ca = -2
  CHO-K1 Ca antag = 2
  CHO-K1 Ca PAM = 14
  CHRM1 PAM = 4
  TAAR1 antag = -11
  M1 ag parental = 0.2

> S=C(Cc1cccnc1)N1CCOCC1
  CHRM1 agonist = -1
  M1 antag = 8
  TAAR1 agonist = nt
  CHO parental Ca = 4
  CHO-K1 Ca antag = 2
  CHO-K1 Ca PAM = 6
  CHRM1 PAM = -4
  TAAR1 antag = nt
  M1 ag parental = 0.1

# (more compounds)
# Sequence of screens – CHRM1 agonist	M1 antag	TAAR1 agonist	CHO parental Ca	CHO-K1 Ca antag	CHO-K1 Ca PAM	CHRM1 PAM	TAAR1 antag	M1 ag parental
CCCn1nnc(NC(=O)c2sc3ccccc3c2Cl)n1
    -7	-4	-2	-2	-10	22	1	-22	1.9
CCN(CC)S(=O)(=O)c1ccc(NC(=S)NC(=O)C(C)C)cc1
    -5	15	20	-1	0	16	-11	2	3.8
Cc1cc(C)c(S(=O)(=O)N2CCOC2CNC(=O)C(=O)NCc2ccco2)c(C)c1 (stereo unspecified)
    -5	2	0	-6	2	-1	-1	8	0.6
C/C(Cc1ccccc1)=N\NC(=O)CNC(=O)COc1ccccc1
    -5	-14	5	-20	-6	2	7	-4	0.0
COc1ccc(S(=O)(=O)n2nc(OC(=O)C3CCCCC3)cc2N)cc1
    -5	-4	7	-10	4	10	4	-1	0.1
CCc1cc(=O)oc2c(CNCc3c(F)cccc3Cl)c(O)ccc12
    -8	3	1	-19	-6	-7	1	-6	1.8
NC(=O)CC(NC(=O)Cc1ccc(Cl)cc1)c1ccc(NC2CCCCCC2)c([N+](=O)[O-])c1 (stereo unspecified)
    -3	3	0	-16	-7	2	7	2	0.1
O=c1c2ccccc2nc(-c2ccccc2)n1Cc1ccco1
    -7	-6	19	-19	2	9	3	-4	0.2
Cc1c(NC(=S)Nc2ccccc2)c(=O)n(-c2ccccc2)n1C
    -8	-3	2	-9	-11	13	2	-4	0.3
CC(NC(=O)CSc1nnnn1C1CC1)c1ccccc1Br (stereo unspecified)
    -6	-8	1	-8	2	23	5	5	-0.2
CCOc1ccccc1NC(=O)c1ccc2ccccc2c1
    -4	-3	2	-7	-11	5	1	-15	0.4
CCCCC(=O)N=c1sc2cc([N+](=O)[O-])ccc2n1C
    -7	3	-1	-3	-17	9	-1	-44	0.2
COc1cc(C(=O)NC2CC3CCCC(C2)N3CC(=O)Nc2ccccc2)cc(OC)c1OC (stereo unspecified)
    -3	-6	0	-26	-12	28	4	6	0.4
Cc1ccc2oc(=O)c3cnn(CC(=O)N(Cc4ccco4)C4CCCCC4)c3c2c1
    -1	16	-2	-11	14	1	-4	5	0.2
CCC1(CC)C(=O)C2=C3C1[C@H](C(=O)OC)C=C(C(=O)OC)C[C@H]3n1c(=O)n(C)c(=O)n1[C@H]2C (stereo partly specified)
    -2	-9	8	-7	-11	17	13	-2	0.5
Cc1ccc(C(=O)c2ncc[nH]2)cc1
    -2	1	0	-12	-10	22	5	1	2.2
NC(CCc1ccccc1)c1csc(NC(=O)Nc2cccc(C(F)(F)F)c2)n1 (stereo unspecified)
    4	-6	49*	nt	2	9	8	36	1.5
O=C(NCCCN1CCOCC1)c1onc(CSc2ccc(F)c(F)c2)c1C(=O)NCCCN1CCOCC1
    -9	-7	-1	-5	-10	14	4	9	0.1
O=C(OCc1nnc(-c2ccccc2)o1)c1cccnc1Cl
    -7	2	4	-8	3	16	10	3	1.4
CCCNC(=S)NNC(=O)c1cc(-c2cccnc2)nc2ccccc12
    3	2	2	-7	-3	-16	12	-3	0.8
CC1CN(C(=O)COC(=O)[C@@H](NC(=O)c2ccccc2Cl)C(C)C)CC(C)O1 (stereo partly specified)
    -3	-8	1	-6	-14	15	8	-5	0.3
CCOC(=O)C1CCN(C(=O)c2cccc(C(=O)N3CCC(C(=O)OCC)CC3)c2)CC1
    4	1	11	-8	-19	14	-1	-18	1.1
CCN(CCN(C)C)C(=O)c1ccc2nc(C)c(N(C)C(=O)CCc3ccccc3)n2c1
    -7	-17	1	nt	4	9	6	6	2.4
Cc1cc(NC(=O)COC(=O)c2c(Cl)cccc2Cl)no1
    1	-9	2	-10	-14	2	6	-10	0.1
CC(C)C[C@H]1CN(CCCC[C@H]2CNC(=O)C(=O)N2CCc2ccc(O)cc2)C(=O)C(=O)N1Cc1ccccc1
    nt	nt	0	nt	-7	1	nt	-11	0.3
O=C(NCCCN1CCOCC1)c1cc(-c2ccccc2)nc2ccccc12
    -3	-8	4	-29	-5	-2	6	-19	2.4
CCCOc1ccc(/C=C/C(=O)O)cc1OC
    -2	-7	4	-9	-18	9	7	7	-0.7
O=C(Nc1nc2c(Cl)cccc2s1)c1ccc([N+](=O)[O-])o1
    0	-12	5	16	-2	12	6	-6	0.8
CC(=O)c1ccc(NC(=O)CN2CCN(CC(=O)Nc3ccc(C(C)=O)cc3)CC2)cc1
    1	-6	1	nt	0	-7	18	-2	-0.4
O=C(c1ccc2c(c1)[nH]c(=S)n1c3ccccc3nc21)N1CCN(c2cccc(Cl)c2)CC1
    -1	-12	3	-4	-1	-2	5	3	0.4
O=C(OCCN=C1NS(=O)(=O)c2ccccc21)C1CC(=O)N(c2ccc3ccccc3c2)C1 (stereo unspecified)
    -5	1	13	-9	-2	8	3	1	0.5
Cc1ccc(S(=O)(=O)N(C)c2c(C)ccc(S(=O)(=O)N3CCN(C)CC3)c2C)cc1
    -7	-17	2	-7	-13	17	13	6	1.9
O=C(OCC(=O)N1CCCCC1)c1c[nH]c(=O)[nH]c1=O
    -1	-20	4	-8	20	-5	0	-10	-0.3
COc1ccc(-c2nc(CN3CCC(C(=O)N4CCOCC4)CC3)c(C)o2)c(OC)c1
    -2	-13	-1	7	19	-24	12	-16	-0.2
Cc1ccc(C)c(NC(=O)C2(C)CCN2C(C)C)c1 (stereo unspecified)
    -3	6	2	nt	7	-9	-2	-7	0.1
CCCCCc1nnc(NC(=O)OCCC)s1
    -6	3	-1	-13	14	-7	-2	0	-0.3
Cc1cc(NC(=O)CSc2nc3c(sc4ccccc43)c(=O)n2CCCN2CCOCC2)n[nH]1
    -4	-5	3	-8	-2	11	4	19	1.1
COc1ccc(N2C(=NC(=O)c3ccccc3)SC3CS(=O)(=O)CC32)cc1 (stereo unspecified)
    1	-5	2	-3	2	2	11	-5	0.7
COc1ccc(C(CC(=O)O)N2Cc3ccccc3C2=O)cc1OC (stereo unspecified)
    -2	-2	-1	-14	-15	-6	1	4	0.4
Cc1ccc(S(=O)(=O)NCC(=O)OCC(=O)Nc2ccccc2OC(F)F)cc1
    -9	-5	-1	-15	-4	14	6	-4	0.5
CCN(CC)C(=O)c1ccc(NS(=O)(=O)c2ccc(/C=C/C(=O)O)cc2)cc1
    -3	2	0	-12	-3	-14	5	-7	-0.3
CCN(CC)S(=O)(=O)c1ccc(C(=O)NCc2ccc(C)cc2)cc1
    -2	9	8	-2	15	-3	-5	25	1.5
O=C(c1ccccc1)c1c[nH]c(C(=O)NNc2cccc(Cl)n2)c1
    -7	-3	4	-22	-2	4	5	6	0.2
CC1CCN(c2ccccc2NC(=S)NC(=O)c2ccc(-c3cccc([N+](=O)[O-])c3)o2)CC1
    -4	1	8	-5	-9	-1	0	3	0.4
CCOc1ccc2nc(SCC(=O)NCc3ccc(OC)cc3)[nH]c2c1
    -6	9	0	nt	-1	-1	-7	6	6.7
COc1ccc(NC(=O)C(=O)NNC(=O)c2ccc(Cl)cc2Cl)cc1
    0	-10	1	6	-5	5	14	7	1.6
Cc1nc2ccc(S(=O)(=O)NCC(=O)O)cc2s1
    -3	-5	0	0	-14	17	6	17	0.6
CCOC(=O)OCC(=O)C1(O)CCC2C3CCC4=CC(=O)CCC4(C)C3C(O)CC21C (stereo unspecified)
    -7	0	1	nt	-3	9	-5	5	1.1

# Source: PubChem (The Scripps Research Institute Molecular Screening Center)
